AHR act: AHR activators, primary screen, cell-based, luminescence, luciferase reporter, human; AID 2796, 2010; AHR-responsive luciferase reporter cells; activation, % at 5 µM; hit rate 2.5% among 320,000; Aryl hydrocarbon receptor (Homo sapiens), P35869; in the data active means activation above about 47%;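 further: 0% = vehicle wells and 100% = reference agonist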
HCV core dimer: inhibitors of HCV core protein dimerization, primary screen, biochemical, TR-FRET, high-throughput; hit rate 0.33% among 300,000; inhibition, % at 5 µM; TR-FRET GST/Flag-core106 dimerization, 1536-well;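 active means inhibition above the mean of all tested compounds plus 3 SD, set per screening campaign, cut at about 45% in these data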
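Test system: GST/Flag-tagged HCV core106 proteins; Medium: KF-containing HEPES buffer, pH 7.45, DTT, CHAPS, BSA; Times: compound-protein-antibody incubation 4 h at 22.5 °C; Detection: TR-FRET 671 and 617 nm emission; Benchmarks: wells lacking GST-core106 and wells with excess unlabelled core106.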
procasp3 activ: activators of human procaspase-3 D3A mutant, primary screen, biochemical, absorbance, PC-3 D3A mutant, single concentration. recombinant procaspase-3 D3A, Ac-DEVD-pNA absorbance 405 nm. hit rate 0.11% among 330,000. activation, % at 8.5 µM. Caspase-3 (Homo sapiens), P42574;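 active means activation above the mean of all tested compounds plus 3 SD, cut at about 21% in these data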;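 further: 0% = DMSO alone and 100% = DMSO wells spiked with extra 5 µM PC-3 D3A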
Target sequence (P42574 whole entry D9A/D28A/D175A): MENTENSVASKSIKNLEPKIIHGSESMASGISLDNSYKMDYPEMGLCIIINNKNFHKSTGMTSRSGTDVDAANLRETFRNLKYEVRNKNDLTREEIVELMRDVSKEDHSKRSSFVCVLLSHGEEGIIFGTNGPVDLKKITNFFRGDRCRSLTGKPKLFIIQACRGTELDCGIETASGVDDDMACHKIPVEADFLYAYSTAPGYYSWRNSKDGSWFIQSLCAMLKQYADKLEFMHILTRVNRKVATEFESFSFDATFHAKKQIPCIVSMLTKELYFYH
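System: Procaspase-3 D3A mutant. Medium: Zinc-free 300 mM NaCl, 50 mM HEPES, 0.01% Triton X-100. Schedule: 1 h preincubation plus 2 h reaction at 25 °C. Measured by: 405 nm absorbance of p-nitroaniline, reads at 0 and 120 min. Read-out: percent activation relative to control range.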
Fh CTSL1 inh: Fasciola hepatica cathepsin L1 inhibitors, primary screen, counter-screen for PFM18AAP inhibitor project, biochemical, QFRET, fluorogenic peptide substrate; recombinant F. hepatica cathepsin L1, Z-Leu-Arg-MCA fluorescence; inhibition, % at 5.96 µM; hit rate 0.49% among 300,000;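 active means inhibition above the mean of all tested compounds plus 3 SD, set per screening campaign, cut at about 17% in these data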;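 further: 0% = plate median of test compound wells and 100% = 1 µM Z-Phe-Ala-diazomethylketone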
TPT1 inhibitor: Candida albicans TPT1 enzyme inhibitors, primary screen, biochemical, fluorescence polarization; tRNA 2'-phosphotransferase TPT1 (Candida albicans SC5314); recombinant caTPT1, FP RNA substrate dephosphorylation; inhibition, % at 5 µM; hit rate 0.81% among 300,000; AID 1962, 2009;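 active means inhibition above the mean of all tested compounds plus 3 SD, set per screening campaign, cut at about 24% in these data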;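 further: plate controls were DMSO alone for no effect and ferristatin control at 100 nM for full effect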
PAFAH2 inh: PAFAH2 enzyme inhibitors, primary screen, biochemical, fluorescence polarization, human; Platelet-activating factor acetylhydrolase 2, cytoplasmic (Homo sapiens), Q99487; recombinant PAFAH2, FP-rhodamine activity probe; inhibition, % at 3.39 µM; hit rate 0.99% among 340,000;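 active means inhibition above the mean over all tested compounds plus 3 SD, cut at about 30% in these data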;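 further: inhibitors block probe labeling of enzyme so polarization drops; 0% = enzyme with DMSO and 100% = wells lacking PAFAH2 protein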
PP5 primary: PP5 phosphatase inhibitors, primary screen, biochemical, fluorescence | inhibition, % at 6.7 µM | Serine/threonine-protein phosphatase 5 (Homo sapiens), P53041 | hit rate 0.18% among 320,000 | purified PP5c, OMFP substrate fluorescence;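 active means inhibition above the campaign's mean inhibition across all tested compounds plus 3 SD, cut at about 9.5% in these data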;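 further: 0% = DMSO only and 100% = 100 µM cantharidin control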
PP1 counter: PP1-alpha phosphatase inhibitors, primary screen, counter-screen for PP5 inhibitor project, biochemical, fluorescence, OMFP substrate, single point. Serine/threonine-protein phosphatase PP1-alpha catalytic subunit (Homo sapiens), P62136. purified PP1alpha. inhibition, % at 6.7 µM. hit rate 0.9% among 320,000. AID 2235, 2010;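 active means inhibition above the mean inhibition of all tested compounds plus 3 SD, computed separately for each screening campaign, cut at about 15% in these data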
Target sequence (P62136 whole entry, looked up): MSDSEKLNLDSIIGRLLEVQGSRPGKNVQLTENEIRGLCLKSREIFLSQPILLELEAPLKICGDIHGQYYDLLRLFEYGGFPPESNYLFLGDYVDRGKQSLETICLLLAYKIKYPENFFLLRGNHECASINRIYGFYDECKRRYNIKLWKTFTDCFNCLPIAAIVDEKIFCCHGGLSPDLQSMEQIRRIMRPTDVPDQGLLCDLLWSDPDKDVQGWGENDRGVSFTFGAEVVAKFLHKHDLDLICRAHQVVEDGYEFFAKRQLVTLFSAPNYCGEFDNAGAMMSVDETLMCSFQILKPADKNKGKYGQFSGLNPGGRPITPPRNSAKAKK
procasp7 counter: procaspase-7 activators, primary screen, counter-screen for procaspase-3 activator project, biochemical, absorbance, HTS, human; Caspase-7 (Homo sapiens), P55210; recombinant procaspase-7, Ac-DEVD-pNA absorbance 405 nm; D23A/D198A/D206A triple mutant, cannot self-cleave; scale: DMSO 0, 5 µM enzyme 100; activation, % at 8.5 µM; hit rate 0.093% among 330,000;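 active means percent activation above the screen-wide mean plus 3 SD, cut at about 25% in these data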
Target sequence (P55210 whole entry D23A/D198A/D206A): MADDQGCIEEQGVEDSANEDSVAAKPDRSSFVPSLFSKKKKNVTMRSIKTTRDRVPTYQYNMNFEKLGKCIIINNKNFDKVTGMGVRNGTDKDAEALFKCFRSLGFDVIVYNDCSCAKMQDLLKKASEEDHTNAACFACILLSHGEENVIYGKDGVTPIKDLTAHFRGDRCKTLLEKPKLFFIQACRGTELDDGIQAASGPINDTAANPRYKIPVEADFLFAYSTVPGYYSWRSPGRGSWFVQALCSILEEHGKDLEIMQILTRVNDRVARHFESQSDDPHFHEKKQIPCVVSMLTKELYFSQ
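Detection: p-Nitroaniline absorbance at 405 nm, read at 0 and 120 min; system: Uncleavable procaspase-7 mutant enzyme; evaluation: % activation from two-timepoint absorbance difference, scaled to controls; times: 1 h enzyme–compound preincubation and 2 h substrate reaction, both 25 °C; buffer or medium: Zinc-free HEPES pH 7.4 with 300 mM NaCl, 0.01% Triton X-100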
Active calls of the source: *; · = not tested or not shown.

Start of the listing, in advance (13 entries):
SMILES	AHR act	HCV core dimer	procasp3 activ	Fh CTSL1 inh	TPT1 inhibitor	PAFAH2 inh	PP5 primary	PP1 counter	procasp7 counter
NS(=O)(=O)c1ccc(Sc2nc3ccccc3s2)c([N+](=O)[O-])c1	11	5	-4	-7	-1	9	0.2	0	1
COc1ccc(CNC(=O)CSc2nnc(C3CC3)n2C2CC2)cc1	1	·	4	·	·	-7	0.9	-1	3
COCCNC(=O)C(c1ccc(F)cc1)N(C(=O)CCC(=O)Nc1nccs1)c1cccc(C)c1 (configuration not stated)	0	5	4	-6	2	1	-0.1	-2	3
CC(C)(C)NC(=O)CSCc1c(Cl)cccc1Cl	4	-2	-6	-2	-1	-6	0.9	2	2
COc1ccc(C(=O)Nc2ccc(C)cc2C(=O)c2ccccc2)c(OC)c1	38	-5	1	2	1	-6	4.8	4	5
N#CC(C#N)=Cc1ccc(OC(=O)c2ccccn2)cc1	0	4	3	-7	9	-4	1.7	4	2
CN1CCN(c2cc(=O)n(-c3ccc(Cl)cc3)c(=O)[nH]2)CC1	0	-1	4	-1	-1	8	-1.4	1	4
Cc1ccc(S(=O)(=O)NCCCNC(=O)c2ccccc2)cc1	-1	4	3	-2	-4	2	-0.1	-3	0
CCOC(=O)C1(CC2CC2)CCN(Cc2cnc(-c3ccc(OC)cc3)nc2)CC1	3	2	7	0	-1	0	0.7	-1	4
CCOc1ccc(Cl)cc1S(=O)(=O)N1CCC(C(=O)NCC2CCCO2)CC1 (configuration not stated)	2	5	9	3	-1	14	3.3	0	-18
COC(=O)Cn1cnc2scc(-c3ccc(C)c(C)c3)c2c1=O	-1	-2	-10	25*	1	1	3.4	3	0
CSCC[C@H](NC(=O)COc1ccc(Cl)cc1Cl)c1nc2ccccc2[nH]1	3	1	-1	1	-2	-4	0.9	-1	-7
C=CCOn1c(=O)c(-c2ccc(OC)cc2)[n+]([O-])c2ccccc21	15	-3	7	5	3	12	2.9	-1	-3

All compounds of this part, previewed entries included:
SMILES	AHR act	HCV core dimer	procasp3 activ	Fh CTSL1 inh	TPT1 inhibitor	PAFAH2 inh	PP5 primary	PP1 counter	procasp7 counter
NS(=O)(=O)c1ccc(Sc2nc3ccccc3s2)c([N+](=O)[O-])c1	11	5	-4	-7	-1	9	0.2	0	1
COc1ccc(CNC(=O)CSc2nnc(C3CC3)n2C2CC2)cc1	1	·	4	·	·	-7	0.9	-1	3
COCCNC(=O)C(c1ccc(F)cc1)N(C(=O)CCC(=O)Nc1nccs1)c1cccc(C)c1 (configuration not stated)	0	5	4	-6	2	1	-0.1	-2	3
CC(C)(C)NC(=O)CSCc1c(Cl)cccc1Cl	4	-2	-6	-2	-1	-6	0.9	2	2
COc1ccc(C(=O)Nc2ccc(C)cc2C(=O)c2ccccc2)c(OC)c1	38	-5	1	2	1	-6	4.8	4	5
N#CC(C#N)=Cc1ccc(OC(=O)c2ccccn2)cc1	0	4	3	-7	9	-4	1.7	4	2
CN1CCN(c2cc(=O)n(-c3ccc(Cl)cc3)c(=O)[nH]2)CC1	0	-1	4	-1	-1	8	-1.4	1	4
Cc1ccc(S(=O)(=O)NCCCNC(=O)c2ccccc2)cc1	-1	4	3	-2	-4	2	-0.1	-3	0
CCOC(=O)C1(CC2CC2)CCN(Cc2cnc(-c3ccc(OC)cc3)nc2)CC1	3	2	7	0	-1	0	0.7	-1	4
CCOc1ccc(Cl)cc1S(=O)(=O)N1CCC(C(=O)NCC2CCCO2)CC1 (configuration not stated)	2	5	9	3	-1	14	3.3	0	-18
COC(=O)Cn1cnc2scc(-c3ccc(C)c(C)c3)c2c1=O	-1	-2	-10	25*	1	1	3.4	3	0
CSCC[C@H](NC(=O)COc1ccc(Cl)cc1Cl)c1nc2ccccc2[nH]1	3	1	-1	1	-2	-4	0.9	-1	-7
C=CCOn1c(=O)c(-c2ccc(OC)cc2)[n+]([O-])c2ccccc21	15	-3	7	5	3	12	2.9	-1	-3
CC(C)NC(=O)C12CC3CC(C1)CC(n1cnc(Cl)n1)(C3)C2	-1	-1	4	-3	-4	0	-0.6	-3	-5
O=C1NC2(CCCCC2)C(=O)N1/N=C/c1ccccc1Br	6	-1	3	1	-2	5	2.1	-6	3
COC(=O)/C(=C/N(C)C)C(=O)N1CCN(c2ccc(Cl)c(Cl)c2)CC1	18	-1	-10	0	0	4	-0.5	-1	-4
CC(NC(=O)C(Cc1ccccc1)N1C(=O)C2C3CCC(C3)C2C1=O)c1ccccc1 (configuration not stated)	0	-3	5	1	-1	-3	2.0	-1	5
CNC(=O)OC(C)CNS(=O)(=O)c1ccc(C)cc1 (configuration not stated)	-1	-3	5	-2	2	-1	-0.2	-10	4
CCc1noc(C)c1C(=O)N1CCCC(C(=O)c2cc(F)ccc2OC)C1 (configuration not stated)	2	-2	0	-2	-1	2	3.1	-1	4
CCNC(=O)OCc1cn(-c2ccccc2)nn1	2	2	-1	3	-1	0	3.0	-1	-3
NS(=O)(=O)c1ccc(CNC(=O)c2ccncc2)cc1	2	7	4	-2	-2	2	-0.6	-5	6
COc1ccccc1C(=O)NC(=O)COC(=O)c1cccc(NC(C)=O)c1	-1	-3	3	-5	4	-5	-1.4	-2	-5
O=C(NCCS(=O)(=O)N1CCCCCC1)c1ccccc1	2	0	1	-2	-1	5	-2.0	1	0
COc1ccc(/C=C2\SC(=S)N(CC(=O)N(C)C3CCS(=O)(=O)C3)C2=O)cc1 (configuration not stated)	7	-6	-7	-4	8	1	-0.2	4	-8
CC/C(O)=C1\C(=O)CCCC1=NCCc1c(C)[nH]c2ccc(C)cc12	4	-2	-5	3	-1	1	-0.8	-7	3
SMILES	AHR act	HCV core dimer	procasp3 activ	Fh CTSL1 inh	TPT1 inhibitor	PAFAH2 inh	PP5 primary	PP1 counter	procasp7 counter
COc1ccc(OC)c(C2N(c3cc(C)on3)C(=O)C3CCCN32)c1 (configuration not stated)	1	-3	1	-4	3	-10	2.0	0	10
Cc1cccnc1NC(=O)c1nn(C)c2c1CS(=O)(=O)c1ccccc1-2	17	8	4	3	-1	-3	-0.8	-3	-4
CCC(C)[C@H](NC(=O)OC(C)(C)C)C(=O)N/N=C/c1ccc2cc(OC)ccc2n1 (some centres not stated)	13	3	2	3	5	-1	4.1	4	11
COc1ccc(C(=O)Nc2nnc(S(=O)(=O)N(C)Cc3ccc(F)cc3)s2)cc1OC	0	24	0	1	1	3	-1.8	-4	7
COc1ccc(-n2c(Cc3cccn3C)nnc2SCC(=O)Nc2ccc(C(C)=O)cc2)cc1	-2	-2	2	1	-3	3	1.7	2	1
Cc1ccc(S(=O)(=O)N/N=C/c2cn(C)nc2C)cc1	1	-7	-3	-6	-6	3	1.4	2	10
Cc1cc(Br)ccc1OCC(=O)NNC(=O)Cc1ccccc1	-4	-11	-1	-15	-1	14	1.1	0	-2
COc1ccccc1CNC(=O)C1CCCN(S(=O)(=O)c2cccc3nonc23)C1 (configuration not stated)	6	9	0	-3	-1	2	1.2	-5	14
NS(=O)(=O)c1ccc(CCNC(=O)c2ccc[nH]c2=S)cc1	0	-3	-32	2	-3	-5	1.4	-2	-8
Cc1ccccc1N1CC(C(=O)Nc2nnc(SCc3cccnc3)s2)CC1=O (configuration not stated)	0	24	-1	3	1	14	0.3	3	-2
CC1CC(C)CN(CC(C)(C)NS(=O)(=O)c2ccc(Cl)cc2)C1 (configuration not stated)	-1	0	-8	2	-7	4	1.7	-1	6
COc1cccc(C(=O)NCC(c2cccs2)N2CCc3ccccc32)c1 (configuration not stated)	3	7	-8	-1	-1	3	1.9	0	-2
CC1(C)Cc2cccc(C(=O)Nc3ccncc3)c2O1	3	-3	-6	3	1	-4	0.0	-4	9
NC(=O)CC(NC(=O)Cc1ccc(Br)cc1)c1ccc(N2CCN(c3ccccc3)CC2)c([N+](=O)[O-])c1 (configuration not stated)	5	2	4	0	3	1	3.0	14	3
O=C(Nc1nc(-c2ccccn2)cs1)C1CC(=O)N(c2ccc3c(c2)OCCO3)C1 (configuration not stated)	29	41	-1	-1	3	-1	4.7	45*	7
Oc1ccc(Cl)cc1-c1cc(-c2ccccc2Cl)[nH]n1	28	-5	4	1	1	-6	4.9	0	-1
O=C(CN1CCCCCC1)Nc1ccc(S(=O)(=O)N2CCOCC2)cc1	1	-2	4	-2	4	-2	-1.1	-2	12
COC(=O)[C@H]1C[C@@H](c2ccccc2)[C@H](C)C1(C)C	2	2	4	-5	-2	0	2.0	-2	6
COc1ccc(S(=O)(=O)N2CCC(n3cnc4cc(C(F)(F)F)ccc43)CC2)cc1	4	8	11	-4	-2	-8	1.2	-1	4
CCCOc1ccc(CC(=O)NNC(=S)Nc2ccccc2)cc1Br	3	6	-11	-3	4	11	4.6	5	-7
CCOC(=O)C1CCCN(S(=O)(=O)c2ccc(-c3cc(C)no3)s2)C1 (configuration not stated)	1	1	-1	1	0	-2	1.0	-2	-3
CC(C)CC1C(C#N)=C(N)SC(N)=C1C#N	-1	11	-4	6	70*	-45	2.1	-16	-11
CCOC(=O)/C(N=Nc1c(C)n(C)n(-c2ccccc2)c1=O)=C(\C)O	45	-6	6	2	-2	4	1.9	-1	-7
CCCC(=O)Nc1nc(-c2ccc(Cl)s2)cs1	34	7	-6	0	4	-1	0.7	1	4
CS(=O)(=O)c1ccc2nc(NC(=O)c3ccc(N4C(=O)CCC4=O)cc3)sc2c1	1	-1	8	5	1	·	1.0	-6	3
COc1ccc(NC(=O)COC(=O)c2ccc(OCc3ccccc3Cl)c(OC)c2)c(OC)c1	-3	2	-5	-3	-3	9	-1.0	-3	8
CC(C)CCOP(=O)(c1ccc(N(C)C)cc1)C(O)c1ccccc1F (configuration not stated)	-2	-3	-3	1	-1	-1	1.5	-3	5
CCOC(=O)CNC(=O)CCc1nnc2ccc(N3CCC(C)CC3)nn12	0	-2	4	1	-1	-3	-0.9	2	-2
COc1cc(C2C3=C(CC(C)(C)CC3=O)N(C)C3=C2C(=O)CC(C)(C)C3)cc(Br)c1O	1	23	-4	5	0	7	0.4	0	-11
